EP2 modulator = EP2 receptor (human) modulation; EP2-expressing cells, cAMP HTRF FRET, PGE2 co-stimulation; induction, % at 25 µM; actives 0.83% (n = 260,000); AID 940;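 active = compounds whose cAMP rise, as percent of the full-agonist control response, exceeds 60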;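 also: rat C6 glioma line stably carrying human EP2 under a CMV promoter; the protocol text gives 20 µM as final concentration; 100% = response of wells given 1 µM PGE2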
NPY-Y1 antag = blocks the human neuropeptide Y Y1 receptor | HEK293-CNG Y1 cells, membrane potential fluorescence; NPY at EC95, then isoproterenol | inhibition, % at 3.6 µM | actives 1% (n = 200,000);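 active = inhibition above the campaign mean inhibition of all tested compounds plus 3 SD, cut at about 20% in these data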;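 also: 0% = DMSO wells given NPY plus isoproterenol and 100% = isoproterenol alone without NPY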
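Material: HEK293 Y1/CNG channel cell line; also added: NPY (25 nM), isoproterenol (1 µM), Ro 20-1724 (25 µM); doses: one concentration, 3.6 µM, in 0.4% DMSO; schedule: compound incubation 1 h at room temperature, readout 45 min post-stimulation; technique: membrane potential fluorescence; measure: fluorescence ratio normalized to % inhibition between controls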
S1P4 ag = human S1P4 receptor agonism; S1P4-expressing cell line, agonist reporter assay; activation, % at 4.98 µM; actives 0.35% (n = 220,000); AID 1509; in the data active = activation above about 11%;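 also: 0% = DMSO vehicle and 100% = reference agonist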
NPY-Y2 PAM-ag = human NPY-Y2 potentiation or agonism, primary screen; P49146; cells expressing NPY-Y2, potentiator/agonist read-out; activation, % at 3.6 µM; actives 0.45% (n = 220,000); in the data active = activation above about 27%;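 also: cells stimulated with NPY near EC25 plus isoproterenol at EC100; 0% = vehicle plus submaximal agonist and 100% = vehicle plus saturating agonist; some results beyond the cut were filed as inactive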
Target sequence (P49146 whole entry, looked up): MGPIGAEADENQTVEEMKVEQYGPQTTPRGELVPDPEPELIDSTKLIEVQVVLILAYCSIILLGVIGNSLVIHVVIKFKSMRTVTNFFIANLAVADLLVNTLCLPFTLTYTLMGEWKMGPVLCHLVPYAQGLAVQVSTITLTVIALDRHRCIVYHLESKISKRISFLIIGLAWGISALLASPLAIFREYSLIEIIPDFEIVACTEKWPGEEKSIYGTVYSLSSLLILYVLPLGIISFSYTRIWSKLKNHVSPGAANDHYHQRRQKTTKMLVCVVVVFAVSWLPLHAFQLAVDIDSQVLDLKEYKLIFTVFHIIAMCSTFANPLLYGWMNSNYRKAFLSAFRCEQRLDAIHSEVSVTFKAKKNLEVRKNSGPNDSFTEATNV
CHOP inhibitor = blocks CHOP induction under ER stress. inhibition, % at 10 µM. CHO-K1 CHOP-promoter luciferase, tunicamycin-induced, 15-18 h. actives 3.8% (n = 220,000);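 active = compounds that reduced the stress-induced luciferase reporter signal by more than about 70% of percent inhibition, limit read from the data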;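 also: 0% = tunicamycin plus vehicle and 100% = wells without tunicamycin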
TRPML3 ag = activates the human TRPML3 channel; activation, % at 3 µM; actives 0.29% (n = 220,000); Q8TDD5; AID 1448; HEK293 TRPML3-YFP, Fluo-8 calcium fluorescence; 100% = the carbachol control signal;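 active = activation above its plate's cutoff, the mean activation of the plate's test wells plus 3 SD, cut at about 12% in these data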;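 also: 0% = DMSO only wells and 100% = carbachol wells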
Target sequence (Q8TDD5 whole entry, looked up): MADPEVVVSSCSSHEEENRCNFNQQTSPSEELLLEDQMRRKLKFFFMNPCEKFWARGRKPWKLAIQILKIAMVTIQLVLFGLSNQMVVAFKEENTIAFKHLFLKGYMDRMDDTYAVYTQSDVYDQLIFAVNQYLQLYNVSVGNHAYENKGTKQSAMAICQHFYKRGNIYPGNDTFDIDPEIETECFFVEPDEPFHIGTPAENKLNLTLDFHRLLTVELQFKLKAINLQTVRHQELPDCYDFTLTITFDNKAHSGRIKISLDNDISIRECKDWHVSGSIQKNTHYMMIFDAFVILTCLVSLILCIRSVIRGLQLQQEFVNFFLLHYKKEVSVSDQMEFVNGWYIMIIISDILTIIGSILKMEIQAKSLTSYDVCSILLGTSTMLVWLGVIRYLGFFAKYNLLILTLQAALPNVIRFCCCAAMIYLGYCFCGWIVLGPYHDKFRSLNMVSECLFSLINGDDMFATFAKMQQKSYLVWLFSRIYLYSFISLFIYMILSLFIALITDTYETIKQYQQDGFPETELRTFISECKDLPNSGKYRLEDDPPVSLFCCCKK
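Test system: TRPML3-YFP stable HEK293 cells. Doses: single point at 3 µM. Incubation: dye loading 1 h 37 °C then 30 min ambient, 125 s read. Signal: Fluo-8 calcium dye fluorescence, ex 470-495, em 515-575 nm. Measure: percent activation from peak-to-basal fluorescence ratio, scaled between DMSO and carbachol.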
S1P4 antag = human S1P4 receptor antagonism; O95977; inhibition, % at 4.98 µM; actives 0.26% (n = 220,000); AID 1510; S1P4-expressing cells, antagonist mode, reporter read-out; in the data active = inhibition above about 29%;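 also: 0% = wells stimulated with agonist and 100% = vehicle wells without agonist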
zfTRPN1 agonist = activates the zebrafish TRPN1 channel; activation, % at 3 µM; actives 0.18% (n = 220,000); HEK293 zebrafish TRPN1-YFP, Fluo-8 calcium fluorescence; 100% = response to 87 µM carbachol; AID 1424;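 active = activation above its plate's cutoff, the mean activation of test wells on that plate plus 3 SD, cut at about 19% in these data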;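 also: 0% = DMSO alone and 100% = 87 µM carbachol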
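Material: zebrafish TRPN1-YFP in HEK293 cells; Doses: single test compound dose, 3 µM nominal, 0.3% DMSO; Timing: dye loading 1 h at 37 °C, then 30 min room temperature; Technique: intracellular calcium fluorescence with Fluo-8; Benchmarks: high carbachol 87 µM, low DMSO alone.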
NPY1 pot ag = potentiates or activates human NPY-Y1 receptor; P25929; NPY-Y1 expressing cells, potentiator/agonist activation; activation, % at 3.6 µM; AID 1304; actives 0.37% (n = 220,000); in the data active = activation above about 33%, passing the limit was not always enough;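 also: cells stimulated with NPY at EC10 then isoproterenol at EC100; 0% = low agonist plus stimulus and 100% = saturating agonist plus stimulus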
* hit, by the source's call; nt = no result given; & = joins results of further samples.

SMILES | EP2 modulator | NPY-Y1 antag | S1P4 ag | NPY-Y2 PAM-ag | CHOP inhibitor | TRPML3 ag | S1P4 antag | zfTRPN1 agonist | NPY1 pot ag
COc1cc(SC)ccc1C(=O)Nc1ncc(C)s1 | 11 | -5 | -1.0 | -3 | 69 | 0.5 | 6 | 1.3 | 21
Nc1c2c(nc3ccn(-c4ccccc4)c(=O)c13)CCCCC2 | -18 | -1 | 0.2 | -16 | -14 | 0.5 | 2 | 0.7 | -22
O=C1/C(=C/c2ccco2)Oc2c1ccc(O)c2CN1CCCCC1 | 23 | 10 | 0.7 | 7 | -8 | 1.3 | 7 | -1.1 | 4
Nc1c(Cl)cnc(C(Cl)(Cl)Cl)c1Cl | 13 | -3 | 0.9 | -10 | 12 | -0.4 | -2 | -1.7 | 4
O=C1c2ccccc2C(=O)N1CCCCON1C(=O)c2ccccc2C1=O | 2 | 15 | -1.2 | 4 | 28 | 0.2 | -10 | -0.1 | 0
CCCCn1c(SCc2nc(N)nc(Nc3ccccc3C)n2)nc2ccccc2c1=O | 43 | 14 | -0.2 | -20 | 64 | -0.4 | 19 | 1.2 | -18
CC(=O)NCCn1c(SCC(=O)NC2CCCCC2)nc2ccccc2c1=O | 10 | -2 | -0.4 | -3 | 6 | 0.3 | -10 | 1.0 | -6
CCN(CC)CCNC(=O)c1ccc(NC(=O)c2c(F)cccc2Cl)cc1 | -18 | 2 | -0.5 | -5 | 12 | 0.2 | -2 | 1.3 | -12
COC(=O)c1ccccc1NC(=O)c1ccc(-c2ccc(Br)cc2)o1 | 49 | 3 | 1.3 | -11 | 20 | 0.9 | -2 | 2.1 | -2
COc1cc(C(=O)Nc2ccc(O)cc2)ccc1OC(C)=O | 13 | 5 | 0.6 | 4 | -6 | 1.2 | 17 | -0.5 | 9
C=C(C(=O)c1ccccc1)C(C)CC(=O)c1ccccc1 (stereo not drawn) | 1 | 3 | 0.3 | 6 | -58 | 0.1 | 2 | -0.5 | -8
CCCCCc1c2c(cc(O)c1C(=O)O)OC(=O)c1c(cc(OC)cc1C(=O)CCCC)O2 | 49&51 | 0 | 0.0 | -7 | 15 | 0.4 | 2 | -0.4 | 15
Cn1c(=N)n(CC(=O)c2cccs2)c2ccccc21 | -5 | 2 | -0.8 | -10 | -15 | 1.0 | -23 | -0.5 | 7
O=C(CNC(=S)N(Cc1ccccc1)Cc1cccnc1)NC1CCCC1 | 19 | 0 | 0.0 | -8 | 15 | 0.7 | -8 | 1.8 | -4
CCN(Cc1ccccc1)Cc1nc(CCc2ccccc2)no1 | -8 | 4 | 0.3 | -19 | 8 | 0.4 | 5 | 0.4 | -13
Oc1ccccc1-n1nc2ccc3nonc3c2n1 | -46 | nt | 2.1 | -15 | 0 | 0.5 | 0 | 0.2 | -4
CSc1ccc(S(=O)(=O)NCc2ccccc2)cc1 | -15 | 8 | -3.0 | 8 | 41 | -1.4 | -8 | -1.3 | -15
O=C(Nc1cccc([N+](=O)[O-])c1)Nc1cccs1 | -30 | -2 | -0.6 | 13 | 34 | 13* | -1 | 20* | 10
O=C(Nc1ccccc1C(F)(F)F)Nc1cccc2ccccc12 | 10 | -1 | 1.9 | -6 | 36 | -0.1 | -14 | 0.1 | 0
COc1cccc(NC(=O)c2nnn(Cc3ccc(Br)cc3F)c2N)c1 | -2 | -1 | -0.5 | 2 | 73* | 6.4 | -2 | 13 | -1
CC1(C)OC(=O)C(=CNCCc2ccc(O)cc2)C(=O)O1 | -10 | -5 | 1.2 | -13 | 17 | -0.6 | -14 | 0.4 | -43
NNC(=O)c1cccc(O)c1 | 11 | 9 | 0.1 | -3 | -9 | -0.3 | 2 | 1.0 | -11
Cc1ccc(NC(=O)c2c(C)nc(Nc3nc4ccccc4o3)nc2C)cc1 | 0 | -2 | -0.6 | -16 | 22 | -1.1 | -2 | -0.1 | 29
COc1ccc(-n2c3nc4ccccc4nc3c3c(=N)oc(C)nc32)cc1 | 26 | 0 | 1.1 | 7 | 13 | 0.9 | -15 | 2.1 | -26
Cc1ccnc(SCC(=O)c2ccc(Br)s2)n1 | -22 | -6 | 1.5 | 6 | -1 | -0.6 | -9 | 0.7 | -3
Cc1onc(-c2c(Cl)cccc2Cl)c1C(=O)NCc1cccs1 | -1 | 6 | 1.0 | 13 | 26 | -0.9 | -7 | -1.4 | -2
O=C(NCC1CCCC(CNC(=O)N2CCc3ccccc32)C1)N1CCc2ccccc21 (stereo not drawn) | -25 | 3 | 2.5 | 7 | 47 | -1.6 | -6 | -2.2 | 11
COC(=O)c1nn(C23CC4CC(CC(C4)C2)C3)c2c1C(=O)N(c1ccc(F)cc1)C2=O | 17 | 5 | 0.3 | 2 | 19 | 0.1 | -7 | 0.5 | 14
O=C(Nc1nc2ccc(S(=O)(=O)N3CCCCC3)cc2s1)c1ccncc1 | 9 | 6 | -3.7 | -4 | -5 | 1.4 | -41 | 2.4 | 2
COc1cc(C(F)(F)F)c(C(=O)N(C)Cc2cccc(Cl)c2)cn1 | 24 | nt | -0.1 | 2 | -1 | 1.1 | -9 | -2.0 | -9
Cn1nc(C(F)(F)F)c(/C=N/OC(=O)c2ccccc2)c1SCc1ccccc1Cl | 30 | -4 | -0.2 | -2 | 2 | 0.6 | 10 | 2.4 | -13
CC(C)OC(=O)CSc1nnc(CNc2nc(-c3ccccc3)cs2)n1C | 10&-80 | 6 | 0.3 | -2 | -1 | -0.9 | -11 | -0.7 | -7
Cc1nn2c(-c3ccccc3)c(-c3ccccc3)nc2[nH]c1=O | 1 | -1 | 0.8 | 7 | 14 | -0.2 | -7 | -0.3 | 14
CC(C)CC(=O)Nc1cc(NC(=O)CC(C)C)cc(C(=O)NC(C)(C)C)c1 | 16 | 6 | 0.3 | -8 | 54 | 0.3 | 0 | -0.1 | 1
COc1ccc(-c2noc(-c3cc(Cl)ccc3Cl)n2)cc1OC | 5 | -5 | 0.9 | 17 | 51 | 1.0 | -10 | 1.1 | -8
O=C(CCS(=O)(=O)c1cccc2nonc12)NCCc1ccccc1Cl | -25 | 3 | -1.2 | 7 | 34 | 0.6 | -1 | 2.2 | -13
CCCCn1c(-c2cccs2)nc2oc3ccccc3c(=O)c2c1=O | -1 | nt | 1.2 | -3 | -24 | 0.5 | -5 | -0.8 | -4
CS(=O)(=O)Nc1ccc2c(c1)nc1n2CCOC1 | 7 | -9 | 1.1 | 4 | -16 | 0.4 | 5 | 1.8 | 8
O=C(CCN=C1NS(=O)(=O)c2ccccc21)N1CCc2ccccc2C1 | -11 | 4 | 0.4 | -10 | -1 | 0.5 | 3 | 1.2 | -11
COc1ccc(/C=N/NC(=O)C(=O)NCc2cccnc2)cc1OC | -6 | 0 | 1.6 | -6 | 35 | -0.8 | -1 | -1.2 | -6
CS(=O)(=O)N1CCc2cc(S(=O)(=O)Nc3ccc4c(c3)OCCO4)ccc21 | -44 | -1 | 3.1 | 13 | nt | 4.6 | -5 | 9.4 | 20
CC(C)N(CC(=O)Nc1ccc(Cl)cc1C(F)(F)F)C(=O)CCl | 4 | -1 | -1.2 | 4 | -49 | -0.4 | -14 | -0.6 | 10
COCc1nnc(NC(=O)c2cccc(NC(=O)C(C)C)c2)s1 | -5 | 2 | 0.8 | -7 | 5 | 0.0 | 7 | 1.5 | 19
C/C(=N\NC(=O)CSc1nc(C)cc(C)n1)c1ccc2c(c1)OCCO2 | 11 | 2 | 0.7 | 2 | -2 | 0.8 | -14 | 0.6 | 5
COc1ccc2nc(C)cc(C(=O)O)c2c1 | 17 | 10 | -1.2 | -2 | 3 | 0.4 | -14 | 0.1 | -24
CCOc1nc(NCCO)nc(Nc2cc(Cl)ccc2OC)n1 | -14 | -5 | 1.2 | -1 | 11 | 0.7 | 4 | 0.1 | 1
CCOC(=O)N1CCN(C(=O)CNC(=O)c2nn(-c3ccc(OC)cc3)c(=O)c3ccccc23)CC1 | -5 | -5 | -1.1 | 7 | -2 | 1.5 | 3 | 1.1 | 9
CNC(=O)CSc1nc(-c2ccccc2)c(-c2ccccc2)[nH]1 | -9 | 2 | -2.2 | -16 | -5 | 0.1 | -21 | 0.0 | 5

Entries listed so far marked active in TRPML3 ag:
Molecule	EP2 modulator	S1P4 ag	NPY-Y2 PAM-ag	CHOP inhibitor	TRPML3 ag	S1P4 antag	NPY1 pot ag
O=C(Nc1cccc([N+](=O)[O-])c1)Nc1cccs1	-30	-0.6	13	34	13*	-1	10

Later entries
SMILES | EP2 modulator | NPY-Y1 antag | S1P4 ag | NPY-Y2 PAM-ag | CHOP inhibitor | TRPML3 ag | S1P4 antag | zfTRPN1 agonist | NPY1 pot ag
Cc1ccc(S(=O)(=O)NN2C(=O)c3ccccc3NC2C)cc1 (stereo not drawn) | 25 | 3 | 0.2 | 15 | 10 | 0.2 | -17 | 0.6 | 4
CN(C)/C=N/c1sc2c(c1C#N)CCC2 | -3 | 0 | 0.7 | 2 | 44 | -0.2 | -20 | -0.5 | 14
C=CCN(CC=C)C(=O)c1c(OC)cccc1OC | 45 | 5 | 1.2 | -6 | -3 | 1.3 | 1 | -0.3 | -16
Cc1ccc(C(=O)COC(=O)CCC(=O)Nc2cc(Cl)ccc2Cl)cc1[N+](=O)[O-] | 15 | 1 | 1.6 | 0 | 35 | 0.2 | 0 | -0.6 | -4
Cc1ccc2c(c1)[C@H]1OCC[C@H]1[C@@H](c1ccncc1)N2 | 17 | -2 | -0.8 | 13 | 0 | -0.5 | 3 | 1.8 | -7
CC(=O)Nc1nc(COc2ccc3ccccc3c2)cs1 | -16 | -3 | -1.8 | 11 | 26 | 0.9 | -12 | 1.5 | -6
CS(=O)(=O)N(CC(=O)N/N=C/c1cccs1)c1cccc(Cl)c1Cl | -18 | -6 | 4.9 | -5 | 41 | 0.1 | 12 | 1.2 | 1
CN(C)S(=O)(=O)c1ccc(C(=O)Nc2ccc(CN3CCCC3)cc2)cc1 | -25 | 2 | -1.4 | 14 | -1 | 0.7 | 7 | 1.3 | -1
Oc1ccc(/C=N/N=C/c2ccc(O)cc2)cc1 | -44 | -1 | 1.0 | 1 | -3 | -0.4 | -5 | 1.9 | 0
O=C(NO)c1ccc(OC(F)F)cc1 | 9 | -1 | 0.0 | 0 | 38 | 0.7 | -2 | 0.3 | -15
C/C(CC(=O)Nc1cccnc1)=N/NC(=O)COc1ccc(Cl)cc1Br | -10 | nt | -0.8 | 3 | 38 | 0.9 | -19 | 0.2 | -12
O=C(C(Cc1ccccc1)n1cccc1)N1CCc2ccccc21 (stereo not drawn) | 30 | 4 | 1.8 | -11 | 10 | -0.4 | -16 | -1.7 | -5
CCC1=Nc2cc(C(=O)NCc3ccco3)ccc2Sc2ccccc21 | -5 | 5 | 4.1 | 1 | 14 | -0.2 | -27 | -1.4 | -8

Part of the list above, reformatted.
Values run as follows: EP2 modulator | NPY-Y1 antag | S1P4 ag | NPY-Y2 PAM-ag | CHOP inhibitor | TRPML3 ag | S1P4 antag | zfTRPN1 agonist | NPY1 pot ag
- CN(C)/C=N/c1sc2c(c1C#N)CCC2
 : -3 | 0 | 0.7 | 2 | 44 | -0.2 | -20 | -0.5 | 14
- C=CCN(CC=C)C(=O)c1c(OC)cccc1OC
 : 45 | 5 | 1.2 | -6 | -3 | 1.3 | 1 | -0.3 | -16
